Source: PubChem (several laboratories)
SRC1 inh: inhibits human SRC1 coactivator; inhibition, % at 3.6 µM; HEK293 GAL4-SRC1 luciferase reporter, luminescence; 0.12% of 360,000 active;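 active = inhibition above the campaign mean plus 3 SD, with each screening campaign given its own cutoff, cut at about 60% in these data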;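 note: 0% = DMSO treated cells and 100% = gossypol at 36 µM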
EBV LMP1 NFkB: reduces LMP1-driven NF-kappaB luciferase signal. LMP1-induced NF-kappaB luciferase reporter cells, luminescence. inhibition, % at 12.5 µM. 0.69% of 350,000 active; in the data active = inhibition above about 41%;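 note: 0% = neutral control wells and 100% = reference inhibitor control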
TROY NFkB inh: inhibitors of TROY-dependent NF-kB signaling | Q293 LMP1-TROYcd NF-kB luciferase reporter, 4 h | inhibition, % at 10 µM | 0.98% of 360,000 active | AID 1347056;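 active = compounds whose plate-normalised and pattern-corrected inhibition of the luciferase reporter signal at the single screening dose is 50% or more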
KKLEB cytotox: counter-screen for CF NF-kB inhibitors: cytotoxicity; KKLEB CF airway cells viability, ATPlite luminescence, overnight; active compounds read low; cells stimulated with P. aeruginosa culture filtrate; activity change (cytotoxicity), % at 5 µM; 0.36% of 360,000 active; AID 602141;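 active = corrected activity change at or below -50% at 5 µM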
SRC2 inh: inhibits human steroid receptor coactivator 2; Q15596; HEK293 GAL4-SRC2 luciferase reporter, luminescence; inhibition, % at 9 µM; 0.17% of 370,000 active;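 active = inhibition above the mean inhibition of all tested compounds plus 3 SD, set per campaign, cut at about 52% in these data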;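 note: 0% = DMSO treated cells and 100% = cells given Gossypol at 36 µM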
TWEAK-Fn14 inh: blocks TWEAK-Fn14 interaction in a reporter cell assay | AID 1159606 | 2% of 360,000 active | TWEAK-stimulated Fn14 reporter cells, luciferase luminescence, 8 h | inhibition, % at 10 µM; in the data active = inhibition above about 50%
LRH-1 inv ag: inverse agonists of human LRH-1 (NR5A2); O00482; HEK293T StAR-luciferase reporter, LRH-1 transfected, 24 h; inhibition, % at 3.6 µM; 0.13% of 360,000 active; AID 602396;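 active = inhibition above the mean inhibition of all tested compounds plus 3 SD, cut at about 73% in these data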;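 note: 0% = DMSO wells and 100% = reporter-only cells lacking LRH-1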
COUP-TFII inh: inhibitors of human COUP-TFII (NR2F2) | HEK293T NGFI-A luciferase reporter, luminescence | inhibition, % at 8.6 µM | 0.7% of 370,000 active | AID 686940;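 active = inhibition above a per-plate cutoff, mean inhibition of test wells between control levels plus 3 SD, cut at about 38% in these data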;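 note: cells cotransfected with COUP-TFII expression vector driving the NGFI-A reporter; 0% = median of COUP-TF2 test wells and 100% = reporter-only cells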
TRAIL sens C8: sensitizes caspase-8 expressing cells to TRAIL | NB7+C8 cells + TRAIL, ATPlite viability luminescence | inhibition (viability loss, TRAIL sensitization), % at 10 µM | 1% of 360,000 active | AID 624354;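 active = compounds causing at least 50% loss of cell viability in the single-dose screen, relative to plate controls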
CF NFkB inh: blocks PAF-induced NF-kB reporter in cystic fibrosis cells; KKLEB NF-kB-GFP reporter, GFP fluorescence overnight; inhibition, % at 5 µM; 0.86% of 360,000 active;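 active = at least 50% inhibition at 5 µM, scaled per plate between neutral and stimulator controls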;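 note: PAF is a Pseudomonas aeruginosa culture filtrate used as stimulus; plate controls were PAF-stimulated DMSO wells for no effect and unstimulated DMSO wells for full effect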
NCOA3 inh: inhibits human SRC3 coactivator. HEK293 GAL4-SRC3 luciferase reporter, luminescence. inhibition, % at 3.6 µM. 0.17% of 360,000 active. AID 588352;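 active = inhibition above a per-campaign cutoff, the mean of all compounds plus 3 SD, cut at about 60% in these data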;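 note: 0% = DMSO-treated cells and 100% = gossypol-treated cells at 36 µM; higher means less SRC3-driven luciferase light from the GAL4 reporter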
Target sequence (Q9Y6Q9 whole entry, looked up, the tested form may be a part): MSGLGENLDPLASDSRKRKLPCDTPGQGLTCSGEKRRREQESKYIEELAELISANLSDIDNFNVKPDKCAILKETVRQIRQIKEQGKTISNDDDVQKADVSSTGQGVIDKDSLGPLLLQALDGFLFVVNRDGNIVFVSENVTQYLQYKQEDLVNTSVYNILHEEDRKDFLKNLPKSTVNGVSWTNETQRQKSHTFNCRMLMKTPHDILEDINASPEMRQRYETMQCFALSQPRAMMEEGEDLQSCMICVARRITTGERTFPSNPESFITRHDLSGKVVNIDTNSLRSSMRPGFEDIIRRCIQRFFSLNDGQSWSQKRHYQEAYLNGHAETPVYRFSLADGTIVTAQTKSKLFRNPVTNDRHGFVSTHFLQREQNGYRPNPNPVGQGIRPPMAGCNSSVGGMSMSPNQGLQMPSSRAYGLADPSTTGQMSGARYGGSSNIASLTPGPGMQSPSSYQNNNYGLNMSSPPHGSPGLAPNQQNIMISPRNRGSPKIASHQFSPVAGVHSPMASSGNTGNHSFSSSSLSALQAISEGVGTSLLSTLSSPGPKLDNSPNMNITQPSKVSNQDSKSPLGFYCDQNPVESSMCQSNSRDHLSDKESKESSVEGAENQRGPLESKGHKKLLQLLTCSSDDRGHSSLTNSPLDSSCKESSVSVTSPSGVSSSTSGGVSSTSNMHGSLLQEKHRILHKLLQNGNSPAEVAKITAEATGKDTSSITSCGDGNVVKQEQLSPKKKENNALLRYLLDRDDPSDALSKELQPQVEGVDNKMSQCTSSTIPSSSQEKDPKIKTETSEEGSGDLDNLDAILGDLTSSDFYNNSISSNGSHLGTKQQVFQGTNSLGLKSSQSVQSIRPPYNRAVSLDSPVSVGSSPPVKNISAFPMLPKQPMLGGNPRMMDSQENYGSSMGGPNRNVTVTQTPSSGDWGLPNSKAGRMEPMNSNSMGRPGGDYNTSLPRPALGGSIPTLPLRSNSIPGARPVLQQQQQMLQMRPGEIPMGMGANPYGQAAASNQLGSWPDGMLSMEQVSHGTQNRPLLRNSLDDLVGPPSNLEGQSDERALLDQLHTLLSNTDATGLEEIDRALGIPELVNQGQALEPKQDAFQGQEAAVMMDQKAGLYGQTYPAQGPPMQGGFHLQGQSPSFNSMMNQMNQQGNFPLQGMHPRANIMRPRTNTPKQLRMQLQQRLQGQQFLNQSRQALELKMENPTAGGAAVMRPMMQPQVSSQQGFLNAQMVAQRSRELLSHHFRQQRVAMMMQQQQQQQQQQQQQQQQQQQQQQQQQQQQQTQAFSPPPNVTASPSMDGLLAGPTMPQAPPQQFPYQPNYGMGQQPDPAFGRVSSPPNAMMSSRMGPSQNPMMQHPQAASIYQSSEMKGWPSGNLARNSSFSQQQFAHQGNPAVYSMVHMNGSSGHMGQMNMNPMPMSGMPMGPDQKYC
Active calls of the source: *; x = not tested or not shown; & = joins results of further samples.

SMILES	SRC1 inh	EBV LMP1 NFkB	TROY NFkB inh	KKLEB cytotox	SRC2 inh	TWEAK-Fn14 inh	LRH-1 inv ag	COUP-TFII inh	TRAIL sens C8	CF NFkB inh	NCOA3 inh
O=C(O)c1cn(-c2ccc(F)cc2)c(=O)c2ccccc12	-49	-4	-13	8	4	0	-9	6	1	-7	-8
Cc1ccc(NC(=O)CSc2nc3[nH]ncc3c(=O)[nH]2)cc1	13	-16	0	-8	6	3	11	2	0	4	6
CN1C(=O)CC(N2CCN(c3ccc(Cl)c(Cl)c3)CC2)C1=O (centres undefined)	15	9	-1	7	16	-26	14	8	6	-10	-2
CN(C(=O)c1cncc(Br)c1)c1c(N)n(Cc2ccccc2)c(=O)[nH]c1=O	-7	-4	-11	5	15	-3	7	15	-9	3	15
CCc1ccc(C2CC(c3cccc(Cl)c3)n3nc(N)nc3N2)cc1 (centres undefined)	-15	-22	-14	-6	10	11	-13	2	4	-2	-13
O=C(CNc1cccc2ccccc12)N/N=C/c1ccc[nH]1	1	-16	38	-4	-12	36	7	-1	-16	4	37
O=C(NNC(=S)NC(=O)C12CC3CC(CC(C3)C1)C2)c1ccncc1	6	17	-19	8	7	4	8	8	2	2	-7
Oc1cc2ccccc2cc1-c1n[nH]c(=S)n1Cc1ccco1	-1	2	1	-9	-37	14	-11	7	-10	13	-8
COc1ccc(OC)c(S(=O)(=O)NC2CCCCC2)c1	5	4	7	2	13	6	-13	-11	-1	11	0
Nc1ncc(Br)cc1S(=O)(=O)NCCC(=O)Nc1cccc(Cl)c1	7	-1	16	8	-3	25	-11	-4	-6	9	-2
Cc1ccc(N2CCN(S(=O)(=O)N(C)C)CC2)c(C)c1	2	-4	0	13	-2	-13	19	-17	-5	2	2
CCCn1nnnc1NCc1ccc(OC)cc1OC	1	5	19	-5	-18	-1	-4	-15	-16	4	-12
COc1ccc(N2CCN(C(=O)c3cccn4c(=O)c5ccccc5nc34)CC2)cc1	-15	1	4	-4	3	-1	-2	-1	-10	12	-1
Cc1sc(NC(=O)c2ccco2)c(CN2CCN(c3ccccc3)CC2)c1C	16	14	16	0	-4	25	7	12	8	-20	8
COc1cc(/C=C2/SC(=S)N(CC(=O)NNC(=O)c3ccc(F)cc3)C2=O)cc(OC)c1OC	-30	-13	-14	-14	-15	-16	1	-1	-7	28	0
O=C(CNC(=O)c1ccco1)N/N=C/c1ccccc1[N+](=O)[O-]	-4	0	-7	1	-15	-9	-13	-2	-3	-12	-6
COc1cccc(C(c2nnnn2Cc2ccc(F)cc2)N2CCC(C(N)=O)CC2)c1OC (centres undefined)	-1	-5	-4	23	-23	-6	-4	10	0	-13	-4
O=C(Nc1cccc2ccccc12)c1ccc(F)cc1	-17	-9	-34	6	-52	-55	-32	-4	-27	-11	18
COc1ccccc1-c1cc(NC(C)=O)c2ncc(-c3ccc(S(C)(=O)=O)cc3)n2c1	3	x	-9	-12	-28	0	47	-10	0	4	-10
CCOC(=O)c1ccc(CNC(=O)C2CCCCC2C(=O)OCC(F)(F)F)o1 (centres undefined)	-4	-15	-11	4	-10	-9	-8	5	0	-3	-15
CCOC(=O)c1c(C)[nH]c(C(=O)COC(=O)COc2ccc(OC)cc2)c1C	-76	2	-6	-4	13	-4	7	-1	3	-6	15
CCOc1ccc([C@@H]2CC=C(C(=O)O)[C@H](c3ccc(F)cc3)N2S(=O)(=O)c2ccc(C)cc2)cc1	6	-6	-6	-2	-8	11	-5	-21	29	-7	2
CN(C)S(=O)(=O)c1ccc(Cl)c(NC(=O)COC(=O)CC(NC(N)=O)c2ccc(Cl)cc2)c1 (centres undefined)	-19	4	-7	13	17	-7	4	12	7	-23	16
O=C1CCCc2[nH]c3cccc(/C(=C/c4ccccc4)c4ccccc4)c3c21	5	-2	5	8	3	10	-11	-14	14	8	2
CCN(CC)c1ccc(/C=N\NC(=O)c2cccc3cc[nH]c23)cc1	-58	-5	-6	-5	-47	0	-8	-17	4	10	-37
O=C(COC(=O)c1ccc(Br)cc1)NC(=O)NCc1ccccc1	3	-6	-7	13	-22	-3	13	-11	-18	3	13
CSCCC(NC(=O)/C(=C/c1ccco1)NC(=O)c1ccc(Br)o1)C(=O)O (centres undefined)	-3	-8	3	3	-5	8	-12	2	-34	9	-18
COC(=O)Nc1ccc(S(=O)(=O)N2CCN(CCN3C(=O)C4C5C=CC(C5)C4C3=O)CC2)cc1 (centres undefined)	-8	-8	-6	2	20	-3	22	-2	1	-4	14
COC(=O)c1sc(S(=O)(=O)Nc2ccc(Br)cc2)c(C(=O)OC)c1C	-6	-1	12	-10	0	-4	8	10	-6	2	11
CCOC(=O)c1cc(CNC(=O)c2c(C)oc3c2CCCC3)c(C)o1	9	9	-11	-1	10	18	-2	1	-3	-2	2
Nc1ccc(C(=O)Nc2ccc(NC(=O)c3ccco3)c(O)c2)cc1	-25	-1	-11	4	0	16	-36	-1	2	-19	-12
C/C(=N\OCC(=O)OCC(=O)Nc1cc(S(C)(=O)=O)ccc1Cl)c1ccc2c(c1)OCO2	0	0	-10	-15	-35	6	0	3	22	17	6
CS(=O)(=O)N1CCC(Oc2ccccc2C(=O)N2CCCCC2CO)CC1 (centres undefined)	-4	2	15	-14	-14	-22	-8	-4	3	10	-8
CC1CN(C(=O)c2ccc(S(=O)(=O)Nc3ccccc3Cl)cc2)CC(C)O1 (centres undefined)	-5	-6	22	-1	-28	-3	9	-8	-3	28	19
COc1cccc(CNC(=O)C(=O)NCCC2CCCCN2S(=O)(=O)c2ccccc2)c1 (centres undefined)	-13	-1	-47	-24	2	-2	7	2	-5	24	-21
CN(C(=O)c1cccc(COc2ccc(Cl)cc2Cl)c1)c1ccccc1	-138	-5	-34	3	-67	-6	-202	-36	11	13	-85
COc1ccc(C(Nc2ccccn2)c2c(NC(=O)c3ccco3)sc(C)c2C)cc1 (centres undefined)	-20	-7	-31	-3	-14	-6	-47	-48	-7	11	-21
COc1ccc(CC(=O)Nc2cccc(-c3nnc(-c4ccccc4)o3)c2)cc1OC	36	25	69*	0	61*	102*	-54	-2	56*	-18	51
CCc1ccc(OCC(=O)O/N=C(\N)c2ccccn2)cc1	-118	x	-30	-24	-65	-12	-120	-45	15	19	-44
O=C(C/C=N\OCc1ccc([N+](=O)[O-])cc1)Nc1ccccc1	-6	-1	-18	2	-31	1	17	-7	5	4	-3
Cc1cc2nc(-c3cccnc3SCC(=O)NC(C)C)[nH]c2cc1C	-82	-27	5	5	-28	-6	-101	-39	34	-6	-52
O=[N+]([O-])c1cnn(-c2nc(-c3ccccc3)cc(C(F)(F)F)n2)c1	-15	3	-10	-1	-9	-6	-4	6	-18	-1	2
C=CCn1c(=O)c(C(=O)NCCc2ccccc2)c(O)c2ccccc21	0	3	-6	-1	-17	3	-20	8	18	-9	8
Cc1ccc(Nc2c(-c3ccccc3O)nc3cnccn23)cc1	15	-17	-19	8	-14	1	-3	2	2	-2	16
CC(C)NC(=S)N/N=C/c1ccccc1[N+](=O)[O-]	16	-1	-14	-19	-3	-3	9	12	8	5	20
Cc1ccc(C)c(S(=O)(=O)N2CCN(C(=O)CN3C(=O)C4CC=CCC4C3=O)CC2)c1 (centres undefined)	-7	6	3	-14	20	5	-11	14	5	12	-32
Cc1ccc(S(=O)(=O)NC(=O)N2CCN(Cc3c(F)cccc3Cl)CC2)cc1	10	3	-12	3	-31	1	12	3	-17	6	9
CC1(C(=O)Nc2cccc3c2CCCC3)CCN1C(=O)Cc1ccccc1Cl (centres undefined)	9	x	-6	-6	3	2	-3	-2	-8	23	-1
Cc1ccc(C)c(S(=O)(=O)N2CCN(CC(=O)NC(=O)NCc3ccco3)CC2)c1	-6	-1	5	2	14	-1	9	-11	-15	-9	11
COc1ccc(-c2nc3c4ccccc4ccn3c2Cc2cccc(F)c2)cc1OC	-76	x	-29	-16	-84	-31	-16	-21	22	-16	-84
COc1ccc(-c2cc(C(=O)OCC(=O)c3cccc([N+](=O)[O-])c3)c3cc(C)ccc3n2)cc1	8	4	-54	-11	9	10	5	-14	12	16	6
COC(=O)c1ccc(C(=O)OC)c(NC(=O)COc2ccccc2OC)c1	5	-1	-16	3	5	18	-32	-1	-10	-5	10
Nc1ccc(S(=O)(=O)Nc2cnc3ccccc3n2)cc1	16&13	-2&-2	7&9	3&2	-26&-20	-5&-14	-11&-30	20&-6	-26&5	0&-3	-10&11
Cc1cccc(N2CCN(S(=O)(=O)c3c(C)[nH]c(C)c3C(=O)N3CCCCC3)CC2)c1C	-9	3	5	-1	-12	1	1	-28	-7	-17	16
CC(=O)c1cccc(NC(=O)CSc2ccc(-c3ccco3)nn2)c1	-22	-2	-1	-2	-6	-16	20	-8	-4	2	4
Cc1cc(Cl)cc2sc(=S)[nH]c12	-4	-4	2	4	3	-6	-4	-7	7	16	-30
O=C1C(Nc2ccccc2)=CC(c2ccc(O)cc2)N1c1ccccc1 (centres undefined)	-19	-6	-17	-11	-44	-18	-43	-17	10	14	-1
Nc1nonc1-n1nnc(C(=O)N/N=C/c2ccc(Cl)cc2)c1-c1ccc2c(c1)OCO2	-15	-9	4	-5	-1	-36	-9	-3	3	52*	9
COc1cccc(-c2cccc(NC(=O)C3CCN(CCCn4cccn4)CC3)c2)c1	-26	0	-13	0	-3	5	4	19	-14	10	-23
Cc1cc(C)cc(NC(=O)c2ccc(CSc3nnc(C)s3)cc2)c1	-32	-13	-37	-13	-38	-6	-64	-21	24	18	-6

Next structures
SMILES	SRC1 inh	EBV LMP1 NFkB	TROY NFkB inh	KKLEB cytotox	SRC2 inh	TWEAK-Fn14 inh	LRH-1 inv ag	COUP-TFII inh	TRAIL sens C8	CF NFkB inh	NCOA3 inh
C=CCn1c(SCC2CCCCO2)nc2sc(CC)cc2c1=O (centres undefined)	4	-1	22	-6	15	5	5	7	11	7	-4
Cc1ccc(NC(=O)CCn2cccc2)cc1F	2	-2	4	-2	-11	-1	-13	10	5	1	-8
Cc1ccc(N(CC(=O)NCCSc2nc3ccccc3s2)S(=O)(=O)c2ccccc2)c(C)c1	-12	-17	-1	-14	-8	2	-7	-5	6	-3	7
Cc1ccc(CNC(=O)Nc2ccc(OC(F)(F)F)cc2)n1C	-1	-1	0	5	-7	12	5	19	-23	6	-29

Whole records as entered above. Order of screens: SRC1 inh | EBV LMP1 NFkB | TROY NFkB inh | KKLEB cytotox | SRC2 inh | TWEAK-Fn14 inh | LRH-1 inv ag | COUP-TFII inh | TRAIL sens C8 | CF NFkB inh | NCOA3 inh
Profile of Cc1ccc(N(CC(=O)NCCSc2nc3ccccc3s2)S(=O)(=O)c2ccccc2)c(C)c1 : -12 | -17 | -1 | -14 | -8 | 2 | -7 | -5 | 6 | -3 | 7
Profile of C=CCn1c(SCC2CCCCO2)nc2sc(CC)cc2c1=O (centres undefined) : 4 | -1 | 22 | -6 | 15 | 5 | 5 | 7 | 11 | 7 | -4
Profile of Cc1ccc(CNC(=O)Nc2ccc(OC(F)(F)F)cc2)n1C : -1 | -1 | 0 | 5 | -7 | 12 | 5 | 19 | -23 | 6 | -29
Profile of Cc1ccc(NC(=O)CCn2cccc2)cc1F : 2 | -2 | 4 | -2 | -11 | -1 | -13 | 10 | 5 | 1 | -8

Compounds as they come. About 4.2% of those tested had a hit in this group.
